Screening results as filed in PubChem BioAssay.
NTR1 ag – agonists of NTR1, primary screen, imaging, U2OS cells, beta-arrestin-GFP, high content (AID 493036); P30989; NTR1-U2OS beta-arrestin-GFP spot imaging, agonist mode; activation, % at 20 µM; 0.17% of 330,000 active;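 active means activation at or above 40% of the spot to cytoplasm intensity ratio, with at least 20 cells analyzed; inconclusive means wells under 20 cells, flagged as cytotoxic or low count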;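 further: 0% = DMSO without peptide and 100% = 100 nM NTR1 peptide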
Target sequence (P30989 whole entry, looked up): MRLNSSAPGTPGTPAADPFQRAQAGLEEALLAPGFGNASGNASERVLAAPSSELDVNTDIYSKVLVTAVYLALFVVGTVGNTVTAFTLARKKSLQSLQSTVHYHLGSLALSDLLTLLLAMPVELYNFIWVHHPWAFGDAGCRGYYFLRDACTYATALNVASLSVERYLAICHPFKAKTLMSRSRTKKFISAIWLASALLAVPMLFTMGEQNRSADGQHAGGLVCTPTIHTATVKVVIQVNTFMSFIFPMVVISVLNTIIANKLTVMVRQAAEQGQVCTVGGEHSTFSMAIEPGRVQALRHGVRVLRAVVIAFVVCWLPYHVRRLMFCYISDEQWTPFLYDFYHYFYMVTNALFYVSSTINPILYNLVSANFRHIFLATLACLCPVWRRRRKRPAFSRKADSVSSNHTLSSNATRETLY
Large T inhibition – SV40 large T antigen inhibitors, biochemical (AID 1903) | SV40 large T antigen ATPase/helicase inhibition assay; higher % means a stronger effect | inhibition, % at 20 µM, or IC50 in µM where a hit was titrated | 0.39% of 310,000 active; in the data active means a potency from the dose series; inconclusive means inhibition mostly from about 32% at the one dose, without a potency; inactive means the rest, 99 in 100 with inhibition below about 32%; further: strong numbers were not always called active
K1F lysis inhibition – protection from phage-mediated lysis, alamar blue read-out – E. coli UTI89, K1F phage, bacterial capsule biogenesis inhibitors (AID 488966); 0.02% of 340,000 active; E. coli UTI89 K1F phage lysis, alamar blue, 2 h; higher % means a stronger effect; one-dose inhibition, % at 100 µM; IC50 in µM for titrated hits;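 active means phage lysis inhibition, versus mean bacterial control, above a set limit; inconclusive means no clear call, values can overlap the other calls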;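 further: capsule biogenesis inhibitors block K1F phage lysis so surviving cells raise fluorescence; higher fluorescence means more inhibition of phage lysis; actives were called in the ten point dose series up to 300 µM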
West Nile antiviral – West Nile virus antiviral activity, cell-based, CPE readout (AID 1621) | West Nile virus-infected cells, CPE inhibition; higher % means a stronger effect | CPE inhibition, % at 10 µM, or IC50 in µM where a hit was titrated | 0.02% of 290,000 active; in the data active means a potency from the dose series; inconclusive means CPE inhibition mostly from about 3.7% at the one dose, without a potency; inactive means the rest, 99 in 100 with CPE inhibition below about 2.2%; further: strong numbers were not always called active
RSV antiviral HEp-2 – inhibition of RSV-induced cytopathic effect – HEp-2 cells, primary 10 µM value included (AID 2391) | HEp-2 cells, RSV-induced CPE inhibition; higher % means a stronger effect | one-dose CPE inhibition, % at 10 µM; IC50 in µM for titrated hits | 0.13% of 310,000 active; in the data active means a potency from the dose series; inconclusive means CPE inhibition mostly from about 23% at the one dose, without a potency; inactive means the rest, 99 in 100 with CPE inhibition below about 21%; further: strong numbers were not always called active
Rac1 GTP hydrolysis – MgcRacGAP GTPase-activating activity inhibitors, confirmation, biochemical, ADP Hunter fluorescence; MgcRacGAP-stimulated Rac1 GTP hydrolysis, ADP Hunter fluorescence; higher % means a stronger effect; GST-tagged Rac1 F28L mutant substrate; inhibition, % at 30 µM, or IC50 in µM where a hit was titrated; 0.6% of 340,000 active; AID 624330;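 active means first-screen hits whose inhibition reached a set limit at any dose in the follow-up dose series; inconclusive means inhibition above the set first-screen limit but never retested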;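 further: fluorescence reports GDP produced by GAP-driven GTP hydrolysis; strong numbers were not always called active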
NS5 inhibitors – flavivirus cap methylation enzyme inhibition – biochemical, confirmation dose response, primary screen (AID 588689) | Dengue-2 NS5 methyltransferase capping enzyme assay, biochemical; higher % means a stronger effect | inhibition, % at 25 µM; hits with a dose series show IC50 in µM | 0.3% of 340,000 active; in the data active means a potency from the dose series; inconclusive means inhibition above about 29% without an active follow-up result
Salmonella PhoP GFP – PhoP-dependent GFP reporter repression – Salmonella Typhimurium, primary screen (AID 1863). S. Typhimurium PhoP-regulated promoter GFP reporter, 4 h; higher % means a stronger effect. inhibition, % at 50 µM; hits with a dose series show IC50 in µM. 0.16% of 300,000 active;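 active means inhibition over 29.93%, a cutoff 3 SD above the screen mean, later confirmed by dose response; inconclusive means inhibition over 29.93% but no dose response follow-up; inactive means inhibition at most 29.93% or unconfirmed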;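 further: 0% = low Mg2+ inducing control and 100% = high Mg2+ repressing control; strong numbers were not always called active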
T cell modulator – modulates CD8 T cell binding to vesicles; 0.068% of 330,000 active; 2C CD8+ T cell-vesicle binding, flow cytometry; active compounds read low; calls only at 7 µM;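 active means response, share of CD8 T cells binding vesicles, and their 90th percentile fluorescence all below set limits, cut at about 80% in these data, passing the limit was not always enough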
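Also added: QL9-peptide-loaded Drosophila micro-vesicles bearing Ld, ICAM-1 and B7-1; Test system: purified 2C TCR transgenic mouse naive CD8+ T cells; Measured by: cytometric PE anti-B7-1 and Alexa647 anti-CD8 signals after 1% paraformaldehyde fixation; Timing: binding step 1.5 h, 37 °C, antibody labelling 20 min, ice.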
T cell modulator vesicle-bound % – recorded beside T cell modulator, whose call it bears; double positive events, %; measured here: CD8+ vesicle-bound cell fraction;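 binding gate set so that unloaded-vesicle control wells show 10% double positive cells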
NTR1 ag cell count 20 µM – also measured in NTR1 ag; calls as there; cell count; measured here: cell count, cytotoxicity flag
NS5 inhibitors pilot replicate – second read-out of NS5 inhibitors, no call of its own (marks repeat the call); inhibition, %; measured here: pilot screen replicate inhibition
Numbers without * were called inactive; i = inactive; ? = inconclusive; . = not tested or not shown; [ ] = another dose, or the depositor's remark. Rows are unselected; overall some 1.5% were active at least once.

SMILES | NTR1 ag | NTR1 ag cell count 20 µM | Large T inhibition | K1F lysis inhibition | West Nile antiviral | RSV antiviral HEp-2 | Rac1 GTP hydrolysis | NS5 inhibitors | Salmonella PhoP GFP | T cell modulator | T cell modulator vesicle-bound % | others
CCc1cc(=O)oc2c(C)c(O[C@@H]3O[C@H](CO)[C@@H](O)[C@H](O)[C@H]3O)ccc12 | -0.7 | 97 | -1% | 1.6%[50 µM] | 0.0% | 0.1% | 6% | -2% | 6% | i | 30
CN(C)S(=O)(=O)c1ccc(C(=O)NCCN2C(=O)S/C(=C\c3cccnc3)C2=O)cc1 | 1.1 | 34 | 27% | -0.7% | -0.6% | 1.0% | 6% | -9% | -1% | i | 36
CC1=NN(/C(=N\c2nnc(C)s2)Nc2ccc(C)cc2)[C@H](c2ccc(C)cc2)S1 | 0.3 | 69 | 8% | 0.1% | -0.5% | 1.0% | 10% | 2% | 2% | i | 18
CC(=O)Nc1cc(-c2ccc(Cl)cc2)nn1-c1ccccc1 | -0.9 | 38 | 8% | -0.1% | 0.7% | 2.4% | 11% | 4% | 3% | i | 49
Cc1[nH]c2ccccc2c1/C=C(\C#N)S(=O)(=O)c1ccccc1 | 5.1 | 64 | 1% | 0.7% | 0.2% | 0.7% | 4% | 1% | 6% | i | 15
CCOC(=O)/C(C#N)=C1/C=C(C)c2ccccc2N1 | 0.4 | 40 | 2% | -0.2% | -0.8% | 0.2% | 2% | -9% | -2% | i | 49
COc1ccc(Cl)cc1N(CC(=O)N1CCCC1)S(=O)(=O)c1ccc(C)cc1 | 0.5 | 48 | 11% | -0.2% | -1.6% | 1.8% | 7% | 2% | 3% | i | 19
O=C(CSc1nccn1Cc1ccccc1)Nc1nccs1 | 3.0 | 49 | -2% | 1.2% | -0.3% | 0.6% | 17% | -2% | 1% | i | 15
COc1ccc(C2=C(c3ccc([N+](=O)[O-])cc3)C(=O)OC2)cc1 | 1.6 | 52 | 6% | 0.2% | -0.3% | 1.0% | 2% | 1% | -3% | i | 55
Cc1ccc(Cl)cc1NC(=S)N(CCCN1CCN(C)CC1)Cc1cccs1 | 0.8 | 57 | 7% | 0.7% | -0.7% | 0.9% | -3% | 1% | -3% | i | 6
CC(=O)c1cn(CC(=O)Nc2ccccc2F)c2ccccc12 | 0.3 | 62 | 1% | 0.0% | -2.1% | 6.6% | 13% | -5% | -3% | i | 31 | NS5 inhibitors pilot replicate=-3.7
COc1ccc(NC(=O)c2sccc2C)cn1 | 2.7 | 65 | 5% | 0.7% | 0.3% | 0.9% | 2% | -2% | 4% | i | 55
O=C(CSc1nnc(NC2CCCCC2)s1)NN1C(=O)NC2(CCCCC2)C1=O | -0.9 | 61 | 2% | 0.2% | 1.1% | 1.7% | 5% | -9% | 8% | i | 67
O=C(CN1c2cccc3cccc(c23)S1(=O)=O)Nc1c(F)c(F)c(F)c(F)c1F | -0.3 | 64 | . | -4.2% | . | . | 3% | 1% | . | i | 42
O=C(c1cccc(Cl)c1)N1CCN(CCCc2ccccc2)CC1 | -0.4 | 45 | 8% | 0.0% | 0.6% | 2.2% | . | -3% | 3% | i | 32
CCn1ncc2c1C(=O)NC1c3ccccc3C(=O)N21 (stereo not given) | -0.3 | 79 | 3% | 0.3% | 2.6% | 2.1% | 5% | -3% | -1% | i | 33
O=C(Nc1cccc(S(=O)(=O)NC2=NCCC2)c1)c1cc(=O)[nH]c2ccccc12 | 0.0 | 66 | . | 0.6%[50 µM] | . | 1.7% | 5% | -7% | . | i | 48
Cc1ccc(NC(=S)N2CCCCC2)cc1C | 0.0 | 53 | 4% | -1.6% | 0.3% | 1.6% | 3% | -5% | -5% | i | 32
COC(=O)c1ccc(C(=O)NC2CC(C)(C)Cc3c2cnn3-c2ccc(F)cc2)nc1 (stereo not given) | 1.0 | 64 | 22% | -0.1% | 0.3% | -0.1% | 9% | 2% | 6% | i | 15
Cc1c(NC(=O)c2cc(=O)[nH]c3ccccc23)c(=O)n(-c2ccccc2)n1C | -0.7 | 75 | 4% | 0.3% | 0.1% | 6.5% | 6% | -4% | -2% | i | 50
COc1ccc(NC(=O)CSCC(=O)N(C)Cc2ccc(Cl)c(Cl)c2)cc1 | -0.3 | 95 | . | -0.4%[50 µM] | . | -0.3% | 7% | -12% | . | i | 49
Cc1noc(C)c1COc1ccc(C(=O)N2CCC(C)CC2)cc1 | -1.7 | 53 | . | 0.9%[50 µM] | . | 2.3% | 3% | 0% | . | i | 33
O=C(O)CC(CP(=O)(c1ccccc1)c1ccccc1)C(=O)O (stereo not given) | -0.7 | 51 | 1% | -1.2% | -0.1% | -1.5% | 3% | -6% | 3% | i | 13
CCc1c(C)[nH]c2nc3ccccc3n2c1=O | -3.3 | 80 | 1% | 0.0% | 0.2% | 2.5% | 5% | -4% | 5% | i | 5
CCc1nc(SCC(=O)NCCc2ccccc2)n[nH]1 | -1.9 | 47 | 2% | 0.4% | 0.3% | 0.0% | 8% | 0% | -8% | i | 36
COc1ccc(OCCC(=O)Nc2nccs2)cc1 | -1.3 | 88 | 7% | -2.4% | -0.5% | 1.1% | 5% | -5% | -4% | i | 49
Cc1ccc(NC(=S)Nc2cccc3cnccc23)cc1 | 0.1 | 31 | 11% | 2.0% | -2.4% | 8.3% | 11% | 14% | -7% | i | 40
O=C(OCC(=O)N1CCCC1)c1c(Cl)cccc1Cl | 0.4 | 42 | 27% | 0.5% | -0.8% | 0.6% | -2% | 2% | -9% | i | 37
COCCCNC(=S)N1CCN(c2nc(C)nc3sc4c(c23)CCCC4)CC1 | 2.7 | 66 | 9% | -0.2% | -0.7% | 20% | 10% | -3% | -1% | i | 25
Cc1c(C(=O)Nc2ccc(F)cc2)oc2ccc(S(=O)(=O)N3CC(C)CC(C)C3)cc12 (stereo not given) | 0.6 | 35 | 5% | 2.9% | ? | 0.2% | 2% | -1% | -8% | i | 30
CCc1ccc(NS(=O)(=O)c2ccc(OC)c3ncccc23)cc1 | 1.5 | 67 | 7% | 0.2% | -1.2% | 2.7% | 9% | -2% | 5% | i | 58
C=CCNC(=O)c1c(O)c2cccc3c2n(c1=O)CCC3 | 1.9 | 56 | 5% | -0.1% | -0.1% | 42% | 15% | . | -5% | i | 12
Cc1c(CCO)c(=O)n2c([nH]c3ccccc32)c1C#N | 0.8 | 78 | 27% | 0.0% | 0.1% | 1.1% | 28% | -3% | -2% | i | 24
CCOCCOCCC(C(=O)OCC)P(=O)(c1ccccc1)c1ccccc1 (stereo not given) | -0.7 | 75 | 9% | 5.4% | -0.1% | 3.4% | 2% | -6% | -3% | i | 25
Cc1ccc(C)c(NC(=O)c2cc(-c3ccccc3)nn2-c2ccccc2)c1 | 5.1 | 53 | 17% | 5.4% | 0.0% | 14% | 7% | -2% | 3% | i | 44
CCN1C(=O)C(CC(=O)Nc2ccc(OC)cc2)N(CCc2ccc(OC)cc2)C1=S (stereo not given) | 3.4 | 31 | 0% | 0.0% | -1.2% | 6.0% | -2% | -1% | 3% | i | 39
FC(F)(F)C(F)(F)c1nnc2ccc(-n3ccnc3)nn12 | -0.2 | 67 | 10% | -0.4% | 0.0% | 1.4% | 11% | -2% | 1% | i | 26
CCc1nc(N2CCCCC2C)c2oc3ccccc3c2n1 (stereo not given) | 16 | 41 | 7% | 2.2% | 0.6% | 1.4% | 9% | 1% | -5% | i | 60
CCCC(=O)NC(Nc1ccc(S(=O)(=O)Nc2ncccn2)cc1)(C(=O)OCC)C(F)(F)F (stereo not given) | 0.5 | 78 | -2% | 0.0% | 0.1% | 0.9% | 9% | 1% | -2% | i | 42
O=C(NC(c1ccc(Cl)cc1)c1c(O)ccc2ccccc12)c1ccccc1 (stereo not given) | . | . | 8% | 3.3% | -0.9% | -2.2% | 2% | -3% | 49% | i | 22
O=C(Nc1ccc(OC(F)(F)F)cc1)NC1CCC(Oc2ccc(C(=O)O)cc2)CC1 (stereo not given) | 1.2 | 57 | . | 0.5% | . | 4.5% | 4% | -11% | . | i | 23
O=C(CSc1nncs1)Nc1cccc2ccccc12 | -0.7 | 50 | . | 0.5%[50 µM] | . | . | 6% | -4% | . | . | .
COc1ccc(-n2c(=S)[nH]c3cc(C(=O)Nc4cccc(C)c4)ccc3c2=O)cc1 | -0.8 | 59 | 6% | 1.9%[50 µM] | -0.2% | 0.5% | 1% | -4% | 4% | i | 8
CCSc1nc2ccccc2n1C(=O)c1ccc(S(=O)(=O)N2CCCCCC2)cc1 | -1.5 | 46 | -2% | 6.7% | 0.1% | 3.2% | 6% | -7% | 22% | i | 26
COc1cccc(CNC(=O)C2CCN(c3nnc(N4CCCC4=O)s3)CC2)c1 | 0.4 | 49 | 10% | -0.9% | -0.1% | 1.5% | 8% | 3% | . | i | 33
CCN(CC(=O)NCc1ccc(Cl)cc1)CC(=O)NC1(C#N)CCCC1 | 1.8 | 51 | 5% | 0.5% | -0.1% | -0.1% | 5% | 2% | -1% | i | 12
CCOC(=O)c1nc(Nc2ccccc2C)c2ccccc2n1 | -1.5 | 41 | 15% | 0.1% | -0.1% | 0.8% | 3% | -7% | -3% | i | 11
Cn1c(NN)nc2sc3c(c2c1=O)CC(C)(C)OC3 | 0.1 | 55 | 10% | i | -0.1% | 1.5% | -17% | -1% | 5% | i | 14
COc1cc(CN2CCCC(N3CCc4ccccc4C3)C2)c(Cl)cc1O (stereo not given) | 0.3 | 70 | 16% | -1.8% | -0.8% | -0.8% | 6% | 8% | -8% | i | 56
